# GSK3A inh = blockers of GSK3A enzyme activity – biochemical, luminescence, cell-free homogeneous, HTS, primary screen | inhibition, % at 10 µM | Glycogen synthase kinase-3 alpha (Homo sapiens), P49840 | 320,000 compounds, 0.1% hits | GSK-3 alpha kinase, ADP-Glo luminescence, 60 min;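 in the data active = inhibition above about 50%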;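 note: GST-tagged GSK-3 alpha with peptide substrate and 25 µM ATP; 0% = DMSO neutral wells and 100% = GW8510 positive control wells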
# Target sequence (P49840 whole entry, looked up): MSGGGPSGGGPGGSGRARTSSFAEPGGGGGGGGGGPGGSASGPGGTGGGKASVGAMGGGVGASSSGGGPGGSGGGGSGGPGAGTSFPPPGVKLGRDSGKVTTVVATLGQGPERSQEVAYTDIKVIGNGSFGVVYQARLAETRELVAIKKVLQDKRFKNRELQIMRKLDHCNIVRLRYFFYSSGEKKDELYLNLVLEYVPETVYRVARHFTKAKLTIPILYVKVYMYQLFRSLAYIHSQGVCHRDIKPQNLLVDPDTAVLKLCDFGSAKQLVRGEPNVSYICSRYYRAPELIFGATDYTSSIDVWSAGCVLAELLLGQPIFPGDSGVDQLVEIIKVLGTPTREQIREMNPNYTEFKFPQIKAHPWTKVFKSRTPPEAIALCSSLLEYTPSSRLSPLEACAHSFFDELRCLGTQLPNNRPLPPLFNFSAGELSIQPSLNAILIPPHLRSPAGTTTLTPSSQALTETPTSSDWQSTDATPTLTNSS
# GSK3B inh = human GSK3beta kinase inhibitors, primary screen, biochemical, cell-free homogeneous, HTS; Glycogen synthase kinase-3 beta (Homo sapiens), P49841; GST-GSK3beta kinase, ADP-Glo luminescence, 60 min; stronger effect = lower value; activity score (negative = inhibition), % at 10 µM; 300,000 compounds, 0.038% hits; AID 2097, 2009;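 active = more than half of replicate wells score below -50%, meaning over 50% inhibition versus plate controls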;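 note: 0% = median DMSO wells and -100% = median GW8510 positive control wells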
# Target sequence (P49841 whole entry, looked up): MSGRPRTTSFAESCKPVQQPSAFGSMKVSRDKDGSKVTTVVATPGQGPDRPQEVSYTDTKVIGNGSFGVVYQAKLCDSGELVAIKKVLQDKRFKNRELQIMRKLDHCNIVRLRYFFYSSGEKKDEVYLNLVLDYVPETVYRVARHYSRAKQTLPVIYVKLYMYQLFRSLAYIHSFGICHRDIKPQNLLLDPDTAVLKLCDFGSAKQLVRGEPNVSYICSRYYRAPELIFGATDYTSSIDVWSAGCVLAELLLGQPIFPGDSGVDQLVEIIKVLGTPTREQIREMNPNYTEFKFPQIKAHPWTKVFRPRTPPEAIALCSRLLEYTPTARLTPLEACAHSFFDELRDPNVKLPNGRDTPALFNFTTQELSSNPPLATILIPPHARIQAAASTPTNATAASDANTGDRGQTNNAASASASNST
#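 Test system: GST-fused GSK3beta enzyme, cell-free | Quantity: 1.6 ng GST-GSK3beta enzyme per well | Reagent: 25 µM ATP with peptide substrate | Schedule: 60 min enzyme reaction, room temperature | Signal: Luminescent ADP-Glo measurement of ADP formed | Read-out basis: Score relative to plate controls | Control set: DMSO and 20 µM GW8510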
# KLF5 inh = KLF5 expression inhibitors, primary screen, DLD-1 cells, luminescence; inhibition, % at 5 µM; AID 1700, 2009; 290,000 compounds, 0.23% hits; DLD-1 KLF5 promoter-luciferase reporter;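 active = inhibition above a per-plate limit of that plate's mean compound inhibition plus 3 SD, cut at about 60% in these data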;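 note: 0% = DMSO wells and 100% = LY294002 at 200 µM; higher means less KLF5 promoter-driven luciferase light; inactives centre near -14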
# IEC-6 cytotox = cytotoxicity in IEC-6 intestinal epithelial cells, primary screen, cytotoxicity control for KLF5 inhibitor project, cell-based, luminescence; IEC-6 cytotoxicity, luminescence viability; inhibition, % at 5 µM; 290,000 compounds, 0.78% hits; AID 1825, 2009; in the data active = inhibition above about 22%;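 note: 0% = plate median of test compound wells and 100% = cytotoxic reference compound wells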
# PolyA inh = polyadenylation inhibitors in yeast reporter cells, primary screen, luminescence, S. cerevisiae; S. cerevisiae SKY197-pL101 polyadenylation reporter, beta-gal luminescence; efflux-impaired pdr1/pdr3 knockout yeast; score 100 = 6 SD above DMSO; calls only at 12 µM; 300,000 compounds, 0.02% hits;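 active = lowest replicate activity score at least 50, where 100 means six control SD above control mean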;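 note: yeast exposed to compound for 9 h at 30 °C; higher score means more reporter readthrough which indicates perturbed polyadenylation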
# HSF1 inh = HSF1 inhibitors in luciferase reporter cells, primary screen, cell-based, NIH3T3, luminescence. NIH3T3-HGL HSE-luciferase, MG132-induced, luminescence 8 h; stronger effect = lower value. activity change, negative = inhibition, % at 7.5 µM (by protocol). 300,000 compounds, 0.77% hits;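 active = more than half of replicate wells show activity change below -50%, luminescence cut by over half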;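 note: luciferase reports HSF-1 transcriptional activity via heat shock element; 0% = median of DMSO wells and -100% = zero luminescence signal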
# aSyn UTR inh = MLPCN primary screen, SNCA 5' untranslated region. 300,000 compounds, 0.82% hits. inhibition, % (tested at 7.5 µM). alpha-synuclein 5'UTR reporter, inhibitor activity. AID 1813, 2009; in the data active = inhibition above about 60%;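 note: H4 neuroglioblastoma cells stably carrying SNCA 5'UTR luciferase fusion; 0% = DMSO wells and 100% = positive control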
# HSF1 activator = HSF-1 activators, primary screen, NIH3T3-HGL cells, MG132 stress, luminescence, single point; AID 504408, 2011; activation, % at 9 µM; 300,000 compounds, 1.7% hits; NIH3T3-HGL HSF-1 luciferase reporter, 8 h; 100% = twice DMSO control signal;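 active = mean replicate activation of at least 50% with a set share of replicates each reaching 50%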;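 note: 0% = median of the neutral control wells and 100% = twice that signal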
# AI-2 QS modul = Vibrio harveyi AI-2 quorum sensing modulators, primary screen, JMH597 strain, luminescence/OD600 ratio | Vibrio harveyi JMH597 AI-2 luminescence/OD600 ratio, 9 h; stronger effect = lower value; strain lacks LuxN and CqsS sensors; 0 = neutral-control median | AID 2094, 2009 | activity change, % at 7.5 µM | 300,000 compounds, 0.4% hits; in the data active = activity change below about -75%, passing the limit was not always enough;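 note: luminescence divided by OD600 gain over 9 h not by final OD600 alone; inactives centre near 13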
# HSP90 refold inh = HSP90 inhibitors, primary screen, cell lysate, luminescence. Heat shock protein HSP 90 (rabbit reticulocyte lysate; luciferase refolding). Rabbit reticulocyte lysate, luciferase refolding luminescence, 3 h. inhibition, % at 5.6 µM. 290,000 compounds, 0.91% hits. AID 1789, 2009;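 active = inhibition above the screen-wide mean plus 3 SD, computed separately per campaign, cut at about 16% in these data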;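 note: 0% = DMSO wells and 100% = 60 µM geldanamycin wells; inhibitors lower the luminescence because luciferase stays unfolded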
# * marks the source's active call; other numbers are inactive results; i = inactive; . = no result given. The list is partial; count on the stated rates, not on these rows.
no.	molecule	GSK3A inh	GSK3B inh	KLF5 inh	IEC-6 cytotox	PolyA inh	HSF1 inh	aSyn UTR inh	HSF1 activator	AI-2 QS modul	HSP90 refold inh
1	COc1ccc(S(=O)(=O)Nc2c(O)ccc3ccccc23)cc1OC	1	-1	.	.	i	-17	20	-14	15	.
2	O=C(CN1CCN(Cc2ccccc2)CC1)Nc1ccc(F)c(F)c1	-3	-3	13	7	i	-4	8	-18	2	7
3	OCCNc1nc(Cl)nc(NCc2ccco2)n1	6	2	-27	-8	i	-5	-2	4	29	0
4	CCN(CC)S(=O)(=O)c1ccc(Oc2ccccc2OC)cc1	2	1	-2	-7	i	2	2	-4	17	-3
5	Cc1cccc(N/N=C/c2ccc(O)c(O)c2O)c1	-5	2	-23	2	i	4	-23	-7	58	0
6	COc1cc2cc(CN(CCN3CCCC3)C(=O)Nc3ccc(F)cc3)c(=O)[nH]c2cc1OC	-1	.	-27	2	.	.	.	.	.	2
7	O=C(O)C1CC=CCC1C(=O)NCc1ccc(Cl)c(Cl)c1 (stereo unspecified)	-1	2	.	.	i	3	-5	-3	7	.
8	CCn1c2ccccc2c2nnc(SCc3ccccc3)nc21	0	0	-8	-6	i	4	-14	6	5	-7
9	O=C(Cn1cnc2c(oc3ccccc32)c1=O)N1CCCC1	0	1	-30	-2	i	-1	-40	14	16	-2
10	O=C1CCCC(O)=C1C1C2=C(CCCC2=O)OC2=C1C(=O)CCC2	-5	4	-30	3	i	-2	-11	14	10	4
11	Cc1ccc(N(CCCCN2C(=O)c3ccccc3C2=O)C(=O)c2ccc(Cl)s2)cc1	-1	2	-17	17	i	-13	9	4	14	3
12	CC(C)(C)CC(=O)Nc1nnc(C(F)(F)F)s1	0	-4	-26	4	i	-3	-1	3	2	-1
13	COc1ccc(CNC(=O)C(C)OC(=O)c2cccn2C)cc1 (stereo unspecified)	-3	-1	-24	3	i	1	10	0	28	3
14	CC(Cc1cccs1)NC(=O)Nc1ccc(F)cc1 (stereo unspecified)	0	0	-64	-3	i	9	-47	4	1	2
15	O=C(CN1C(=O)NC2(CCCCC2)C1=O)N1CCc2ccccc2C1	2	1	11	7	i	-2	-9	-4	26	5
16	C[n+]1c2n(c3ccccc31)N=C(c1ccc(Cl)cc1)CS2	3	-2	-2	-1	.	-2	-29	-11	17	2
17	CC(NC(=O)c1ccccc1C(=O)O)c1ccc(-n2ccnc2)cc1 (stereo unspecified)	-1	-2	-27	9	i	-9	-4	5	13	0
18	O=S(=O)(NC1CCCC1)c1cccc(-c2nnc(-c3ccccc3)o2)c1	0	1	-43	3	i	12	6	19	-4	6
19	O=C(CN1CCN(C/C=C/c2ccccc2)CC1)Nc1cc([N+](=O)[O-])ccc1Cl	-4	-1	0	3	i	4	6	14	38	1
20	COc1ccc(CNC(=O)CSc2nnc3c(n2)[nH]c2ccccc23)cc1	0	2	-1	-3	i	-3	1	6	18	-3
21	Clc1nc2sccn2c1/C=N/n1cnc2ccccc21	1	-4	10	5	i	-4	-148	13	27	1
22	CCCCC(=O)Nc1nn(CC(C)C)c2nc3ccccc3cc12	1	3	-11	12	i	0	30	-17	23	4
23	CC(=O)c1ccc(NC(=O)CCc2c(C)nc3ncnn3c2C)cc1	.	-1	-30	0	i	1	-69	19	16	2
24	CC(C(=O)N1c2ccccc2Sc2ccccc21)n1nnc(-c2cccs2)n1 (stereo unspecified)	0	-3	-43	3	i	10	17	11	4	0
25	O=C(CSc1nnc(-c2ccncc2)n1CCc1ccccc1)NCc1ccccc1	0	-3	-54	-3	i	-5	-5	5	19	3
26	CC(=O)N1CCc2cc(S(=O)(=O)CCC(=O)N3CCc4ccccc4C3)ccc21	0	1	-22	2	i	-2	-13	-5	5	-1
27	CS(=O)(=O)C1=NN2C(=N)/C(=C\c3ccc(OCCOc4ccccc4)cc3)C(=O)N=C2S1	-4	-5	-58	-11	i	-6	-74	-3	19	-2
28	CC(NCc1ccccc1OC1CCCC1)c1ccccc1 (stereo unspecified)	0	-1	2	-4	i	-6	15	1	11	-1
29	C/C(=N\NC(=O)CNc1ccccc1)c1ccccc1	-2	2	-3	3	i	-5	14	-4	15	3
30	O=C1NC(=O)/C(=C\c2ccccc2Oc2ccc(F)c(F)c2)S1	5	-4	-16	-2	i	-2	28	22	12	3
31	Cc1cc(C)c2[nH]c3nc(SCC(=O)O)nnc3c2c1	-1	3	-9	0	i	1	13	9	-9	3
32	O=C(Nc1cccc(-c2nnc(-c3ccco3)o2)c1)c1ccccc1	-2	1	-123	2	i	4	-8	4	-3	12
33	O=C(N/N=C/c1ccc(-c2ccc(Br)cc2)o1)c1ccc2c(c1)OCO2	3	1	-15	0	i	5	15	13	21	-2
34	Cc1ccc2[nH]c3c(=O)n(CC(=O)NCCCN(C)Cc4ccccc4)ncc3c2c1	0	-4	10	7	i	-1	24	28	19	1
35	Cc1c(/C=N/Nc2ccc(F)cc2)c(O)n(C)c(=O)c1C#N	1	5	-1	0	i	10	-12	-2	4	-6
36	CN(C(=O)COC(=O)c1ccccc1NCc1ccco1)c1c(N)n(Cc2ccccc2)c(=O)[nH]c1=O	-2	1	.	.	i	-3	7	7	31	.
37	CN1C(=O)c2cccc3c(S(=O)(=O)Nc4ccc(O)c(C(=O)O)c4)ccc1c23	-2	16	2	-4	i	-3	12	1	23	4
38	Cc1ccc(S(=O)(=O)N(C)C)cc1NC(=S)NC(C)CCCC(C)C (stereo unspecified)	.	7	-34	-9	i	18	0	57*	29	-1
39	Cc1ccc(-c2nnc(SCC(=O)Nc3nccs3)n2N)cc1	7	0	-11	-1	i	-61*	-25	-64	14	-2
40	COCCNC(=O)CN(C(=O)CCC(=O)Nc1ccccn1)c1ccc(C)c(C)c1	4	-1	-24	7	i	2	20	32	19	0

# Filtered by structure, the compounds so far containing a COOH group.
no.	molecule	GSK3A inh	GSK3B inh	KLF5 inh	IEC-6 cytotox	PolyA inh	HSF1 inh	aSyn UTR inh	HSF1 activator	AI-2 QS modul	HSP90 refold inh
7	O=C(O)C1CC=CCC1C(=O)NCc1ccc(Cl)c(Cl)c1 (stereo unspecified)	-1	2	.	.	i	3	-5	-3	7	.
17	CC(NC(=O)c1ccccc1C(=O)O)c1ccc(-n2ccnc2)cc1 (stereo unspecified)	-1	-2	-27	9	i	-9	-4	5	13	0
31	Cc1cc(C)c2[nH]c3nc(SCC(=O)O)nnc3c2c1	-1	3	-9	0	i	1	13	9	-9	3
37	CN1C(=O)c2cccc3c(S(=O)(=O)Nc4ccc(O)c(C(=O)O)c4)ccc1c23	-2	16	2	-4	i	-3	12	1	23	4

# Entries from the list above containing a thiophene ring, fused or not:
no.	molecule	GSK3A inh	GSK3B inh	KLF5 inh	IEC-6 cytotox	PolyA inh	HSF1 inh	aSyn UTR inh	HSF1 activator	AI-2 QS modul	HSP90 refold inh
11	Cc1ccc(N(CCCCN2C(=O)c3ccccc3C2=O)C(=O)c2ccc(Cl)s2)cc1	-1	2	-17	17	i	-13	9	4	14	3
14	CC(Cc1cccs1)NC(=O)Nc1ccc(F)cc1 (stereo unspecified)	0	0	-64	-3	i	9	-47	4	1	2
24	CC(C(=O)N1c2ccccc2Sc2ccccc21)n1nnc(-c2cccs2)n1 (stereo unspecified)	0	-3	-43	3	i	10	17	11	4	0

# Other results
no.	molecule	GSK3A inh	GSK3B inh	KLF5 inh	IEC-6 cytotox	PolyA inh	HSF1 inh	aSyn UTR inh	HSF1 activator	AI-2 QS modul	HSP90 refold inh
41	Cc1ccccc1C(=O)Nc1c(C(=O)N2CCCC2)cnn1-c1ccccc1	-2	1	-16	8	i	-4	-4	9	8	-1
42	COc1ccc(CN2CCNC(=O)C2CC(=O)NC2CCCCC2)c(OC)c1 (stereo unspecified)	0	3	-8	-6	i	-1	6	23	25	-3
43	CC(=O)Nc1ccc(Sc2ncccc2C(=O)Nc2ccc(F)cc2)cn1	-3	1	-65	-2	i	-6	-4	3	9	1
44	N/C(=N\O)c1ccc(NC(=O)c2cccs2)cc1	-1	2	-58	3	i	-2	-81	20	9	2
45	O=C(COc1cccc2cccnc12)N/N=C/c1ccccc1O	-3	-1	-42	-1	i	-3	10	6	-20	3
46	COc1ccc(CCc2nnc(CCC(=O)NCCc3ncccc3C)o2)cc1	.	2	-21	2	i	6	-24	21	-1	3
47	Cc1ccc2c(-c3csc(N)n3)c[nH]c2c1	-2	0	-7	-4	i	1	-14	30	13	2
48	O=C(c1ccc(NS(=O)(=O)c2ccccc2)cc1)N1CCCC1	.	0	-6	-4	i	-5	3	5	5	-3
49	CC1=NN(C(=O)c2ccoc2C)C(O)(C(F)(F)F)C1 (stereo unspecified)	-2	2	-154	5	i	10	-11	36	26	2
50	O=C(COc1ccc(S(=O)(=O)N2CCCC2)cc1Cl)NCc1cccnc1	-2	-1	-36	0	i	-12	0	1	3	-1
51	CC(=O)NCCOc1cccc2ccccc12	0	-1	11	7	.	1	-8	5	20	-1
52	O=C(CSc1nc2ccc(S(=O)(=O)N3CCOCC3)cc2[nH]1)N1CCOCC1	-3	2	1	6	i	-11	-16	-19	25	6
53	C(=C\c1ccccc1)/C=N/Nc1ccc2nncn2n1	-10	-4	-9	2	i	-1	-20	-13	1	-1
54	CCN(CC(=O)Nc1ccc(C(=O)OC)cc1)C1CCCCC1	-2	0	-5	3	i	-5	14	-5	33	-6
55	O=C1CC(c2cccc(Br)c2)c2cc3c(cc2N1)CCC3 (stereo unspecified)	-4	-3	25	14	i	-3	34	-27	12	3
56	COc1ccc(-c2nc(C(N)=O)c3[nH]c(=O)n(-c4ccccc4OC)c3n2)c(OC)c1	1	1	-16	2	i	0	13	4	9	3
57	COc1ccccc1CNC(=O)COC(=O)c1cc(S(=O)(=O)N2CCOCC2)ccc1Cl	-1	-1	.	.	i	-17	4	-34	0	.
58	COc1ccc(-c2cc(C(=O)NCCCn3ccnc3)c3ccccc3n2)c(OC)c1	0	2	-18	6	i	-7	-13	1	10	1
59	C(=N\N1CCN(Cc2cccc3ccccc23)CC1)/c1ccco1	.	1	13	6	i	16	-3	17	28	8
60	Cc1cc(C)c(C(=O)OCC(=O)NCc2cccs2)c(C)c1	0	0	-9	-13	i	-4	9	3	-4	-9

# Screening data: PubChem, several laboratories
